OX1R antag – blocks the human orexin 1 receptor. inhibition, % at 5 µM. actives 0.43% (n = 330,000). CHO/OX1R cells, Fluo-8 calcium fluorescence, orexin A;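 active = inhibition above its plate's threshold, mean inhibition of all tested compounds on the plate plus 3 SD, cut at about 37% in these data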;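 note: 0% = orexin A challenge wells and 100% = SB-334867-A antagonist wells; not every result past the cut was called active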
Target sequence (O43613 whole entry, looked up): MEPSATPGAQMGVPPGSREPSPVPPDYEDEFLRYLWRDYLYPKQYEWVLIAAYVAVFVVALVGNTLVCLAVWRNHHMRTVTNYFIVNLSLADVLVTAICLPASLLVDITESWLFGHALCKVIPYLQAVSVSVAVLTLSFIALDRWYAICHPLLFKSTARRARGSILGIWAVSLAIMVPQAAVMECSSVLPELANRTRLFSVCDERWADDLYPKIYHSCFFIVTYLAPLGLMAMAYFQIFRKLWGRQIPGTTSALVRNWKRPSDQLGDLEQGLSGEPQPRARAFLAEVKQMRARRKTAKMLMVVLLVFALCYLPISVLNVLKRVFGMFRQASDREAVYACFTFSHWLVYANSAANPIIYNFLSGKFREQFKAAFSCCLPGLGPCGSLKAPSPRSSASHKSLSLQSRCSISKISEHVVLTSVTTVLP
CHT allo act – allosteric activators of human choline transporter CHT; Q9GZV3; CHT-expressing cells, membrane potential dye, choline EC20; stronger effect = higher value; LV-AA mutant CHT in HEK293 cells; B-score at 10 µM; actives 0.49% (n = 310,000);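 active = initial fluorescence not abnormally high and integrated response B-score, plate-corrected, over 3 SD above library mean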
Target sequence (Q9GZV3 whole entry, looked up): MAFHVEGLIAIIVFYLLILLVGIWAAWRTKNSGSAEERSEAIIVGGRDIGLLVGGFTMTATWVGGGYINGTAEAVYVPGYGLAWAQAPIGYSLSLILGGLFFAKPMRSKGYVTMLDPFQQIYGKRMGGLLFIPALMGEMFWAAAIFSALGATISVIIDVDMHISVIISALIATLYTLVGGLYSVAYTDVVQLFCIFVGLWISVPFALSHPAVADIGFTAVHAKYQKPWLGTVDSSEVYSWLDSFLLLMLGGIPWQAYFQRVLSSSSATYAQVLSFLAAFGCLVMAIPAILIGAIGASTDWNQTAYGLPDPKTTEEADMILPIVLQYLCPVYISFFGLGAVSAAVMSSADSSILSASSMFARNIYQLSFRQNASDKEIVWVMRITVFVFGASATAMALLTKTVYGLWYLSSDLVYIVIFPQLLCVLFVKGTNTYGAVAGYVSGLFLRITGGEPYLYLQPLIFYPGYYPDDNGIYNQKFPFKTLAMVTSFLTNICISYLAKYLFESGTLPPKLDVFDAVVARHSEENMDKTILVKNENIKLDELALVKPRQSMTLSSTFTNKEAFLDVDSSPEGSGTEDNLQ
Numbers without * were called inactive; i = inactive; . = not tested or not shown.

Start of the data: the first four records, ahead of the listing:
item	mol	OX1R antag	CHT allo act
1	CCOC(=O)Cn1c(=O)oc2cc(S(=O)(=O)NC3CCCc4ccccc43)ccc21 (configuration not stated)	-8	i
2	CCOC(=O)NC(Nc1nnc(C)s1)(C(=O)OCC)C(F)(F)F (configuration not stated)	-5	i
3	Cn1nc(C(C)(C)C)cc1C(=O)NNC(=O)c1ccc(C(F)(F)F)cc1	0	i
4	Cc1sc2nc3c4ccccc4c(NCc4ccco4)nn3c(=O)c2c1C	2	i

The listing, from the start:
item	mol	OX1R antag	CHT allo act
1	CCOC(=O)Cn1c(=O)oc2cc(S(=O)(=O)NC3CCCc4ccccc43)ccc21 (configuration not stated)	-8	i
2	CCOC(=O)NC(Nc1nnc(C)s1)(C(=O)OCC)C(F)(F)F (configuration not stated)	-5	i
3	Cn1nc(C(C)(C)C)cc1C(=O)NNC(=O)c1ccc(C(F)(F)F)cc1	0	i
4	Cc1sc2nc3c4ccccc4c(NCc4ccco4)nn3c(=O)c2c1C	2	i
5	CN1CCN(C2CCN(c3ccc(Nc4nnc(Cl)c(Nc5ccccc5S(C)(=O)=O)n4)c(OC(CF)CF)c3)CC2)CC1	-10	.
6	N#Cc1cc2ccccc2n2nnnc12	-11	i
7	CC(=O)OC(C(=O)Nc1ccccc1)C(C)S(=O)(=O)c1ccccc1 (configuration not stated)	-6	i
8	CC(C)n1cnc2c(Nc3ccc(C(=O)O)cc3)nc(Cl)nc21	-5	i
9	CCn1c(SCC(=O)c2ccc(OC)cc2)nnc1C1CC1	-30	i
10	Cn1c2c(c(=O)n1-c1ccccc1)CSCC2	-6	i
11	CCCSc1nc(C)cc(=O)[nH]1	12	i
12	CCc1cc(C(=O)OC)c(NC(=O)CC2Sc3ccc(C(F)(F)F)cc3NC2=O)s1 (configuration not stated)	-6	i
13	O=C(COC(=O)C1CCCC1)NCc1ccc(Cl)cc1	-24	i
14	CN(C)C=Nc1nonc1N	-10	i
15	CC1(C)C(=O)N(c2ccccc2Cl)C(=O)c2ccccc21	-27	i
16	CC(NC(=O)c1cc(COc2ccc3ncccc3c2)on1)c1ccc(F)cc1 (configuration not stated)	43*	i
17	C=C(C)CNC(=S)Nc1cccc(S(=O)(=O)NC2=NCCC2)c1	-5	i
18	Cc1ccccc1CNC(=O)Nc1cccs1	-25	i
19	N#CC1(NC(=O)Cn2ncc(Cl)c(Cl)c2=O)CCCCC1	-16	i
20	COC(=O)c1ccc(NC(=O)CSc2nn3c(=O)c(C)nnc3s2)cc1	-5	i

In another format: entries from further up.
Under each structure – OX1R antag, CHT allo act
1: CCOC(=O)Cn1c(=O)oc2cc(S(=O)(=O)NC3CCCc4ccccc43)ccc21 (configuration not stated)
 : -8, i
12: CCc1cc(C(=O)OC)c(NC(=O)CC2Sc3ccc(C(F)(F)F)cc3NC2=O)s1 (configuration not stated)
 : -6, i
13: O=C(COC(=O)C1CCCC1)NCc1ccc(Cl)cc1
 : -24, i
15: CC1(C)C(=O)N(c2ccccc2Cl)C(=O)c2ccccc21
 : -27, i

(more compounds)
item	mol	OX1R antag	CHT allo act
21	CCOC(=O)c1c(NC(=S)N2CCCCC2)sc2c1CCN(C(=O)OCC)C2	-31	i
22	CCc1cccc(NC(=O)NC(=O)Cn2nnc(C(=O)OC)c2C(=O)OC)c1	-3	i
23	CCOC(=O)C[C@H]1c2ccc(C(F)(F)F)cc2S(=O)(=O)N1C(C)(C)C	-24	i
24	COc1ccc(-c2noc(CCC(=O)NC3CCCC3)n2)cc1	-36	i
25	O=C(CCN1C(=O)[C@@H]2Cc3ccccc3CN2C1=O)NCc1ccc(Cl)cc1	-23	i
26	S=C(NCc1ccco1)Nc1cc(-c2ccccc2)[nH]n1	-4	i
27	CCNC(=O)Nc1nc2ccccc2s1	7	i
28	CCOc1ccccc1NC(=O)/C(C#N)=C/c1cccnc1	.	i
29	COc1ccc(OC)c(NC=C2C(=O)OC(C)(C)OC2=O)c1	-6	i
30	O=C(CCc1nc2sc3c(c2c(=O)[nH]1)CCCC3)Nc1ccccc1Cl	-26	i
31	O=C1NC(=S)N/C1=C/c1cccc([N+](=O)[O-])c1O	-1	i
32	Oc1cccc(Nc2ncnc3c2oc2ccccc23)c1	-25	i
33	CC(Sc1ccccn1)C(=O)Nc1ccccc1 (configuration not stated)	-13	i
34	O=C(C1=C[C@@H](C2CCCCC2)C[C@@H](OCc2ccc(CO)cc2)O1)N1CCN(Cc2ccc3c(c2)OCO3)CC1	-25	i
35	CC1CCN(C(=O)C2CCCN(c3ncnc4c3nc3n4CCCCC3)C2)CC1 (configuration not stated)	-23	i
36	Nc1nnnn1CC(=O)N/N=C/c1ccc(-c2cccc(Cl)c2)o1	-8	i
37	CN(C)c1nc(-c2ccccc2)c2cnn(Cc3ccccc3)c2n1	-44	i
38	CC(CCc1ccccc1)NC(=O)COC(=O)C(CCC(N)=O)NC(=O)c1ccc(F)cc1 (configuration not stated)	-10	.
39	C/C(CC(=O)Nc1ccc2ccccc2c1)=N\NC(=O)c1ccc(O)c(O)c1	-14	i
40	O=C(O)c1ccccc1C(=O)NC1CCCc2ccccc21 (configuration not stated)	-2	i
41	CCNC(=O)c1nc[nH]c1C(=O)NCC	-16	i
42	CC(=O)NC(Cc1cnc[nH]1)C(=O)O (configuration not stated)	-8	i
43	COc1ccc(Cl)cc1N(CC(=O)NC(C(C)C)C(C)C)S(C)(=O)=O	-10	i
44	CC(C)CC(=O)c1c[nH]c(C(=O)NCc2ccc(F)cc2)c1	-27	i
45	CCn1c(CCCNC(=O)c2ccc(F)cc2)nc2ccccc21	-16	i
46	CCC(C)(C)NC(=O)C(c1ccc(OC)cc1)N(C(=O)CCC(=O)Nc1cc(C)on1)C1CC1 (configuration not stated)	-7	i
47	COC(=O)c1ccccc1NC(=O)CN1C(=O)NC2(CCCCCCC2)C1=O	-10	.
48	CN(C)C(=O)CCSc1nnc(-c2ccco2)o1	-8	i
49	COC(=O)C1Cc2c([nH]c3ccccc23)C(C(C)C)N1 (configuration not stated)	9	i
50	Cc1ccc(N2C(=O)c3cccc4c(N)ccc(c34)C2=O)c2cccnc12	74*	i
51	CN(CC(=O)Nc1ccc(Cl)c(C(F)(F)F)c1)C(=O)c1ccc2c(c1)OCCO2	-10	i
52	O=C(COc1ccc(Cl)cc1)Nc1nnc(-c2ccc3c(c2)CCCC3)o1	-4	i
53	CCOc1ccc(OCCC(=O)OCC(=O)NC2CCCC2)cc1	0	.
54	Cc1ccccc1S(=O)Cc1ccc(C(=O)NCCCN2CCCCC2)o1 (configuration not stated)	-13	i
55	Cc1ccc(N(C(=O)C2CCCC2)C2C=CS(=O)(=O)C2)cc1C (configuration not stated)	-12	i
56	O=C(OCCCN=C1NS(=O)(=O)c2ccccc21)c1ccc([N+](=O)[O-])cc1	-6	i
57	CN(C)S(=O)(=O)c1ccc(-c2cn3ccccc3n2)cc1	-26	i
58	COc1ccc(CCCc2nnc(SCc3nc4ccccc4c(=O)[nH]3)n2C)cc1C	-32	i
59	COCCCNCCCCOc1c(Cl)cc(C)cc1Br	-29	i
60	CCOc1ccc(S(=O)(=O)Nc2ccc(C(=O)NCCCN3CCOCC3)cc2)cc1	-8	i
61	C/C=C/c1ccc(OCC(=O)OCC2=C(C(=O)OCC)C(C)NC(=O)N2)c(OC)c1 (configuration not stated)	-19	i
62	O=C(c1ccc(-n2cnnn2)cc1)N(C1CCCCC1)C1CCCCC1	-7	i
63	O=C1CC(C(=O)N2CCN(Cc3ccccc3)CC2)CN1Cc1ccccc1 (configuration not stated)	0	i
64	CCN1CCCC1CNC(=O)c1cc(S(N)(=O)=O)ccc1OC (configuration not stated)	-14	i
65	CC(=O)Nc1ccc(S(=O)(=O)Nc2ncccn2)cc1	-20	i
66	COc1ccccc1CN1CCNC(=O)C1CC(=O)NC1Cc2ccccc2C1 (configuration not stated)	-18	i
67	COc1cc(NC(=O)CN(c2cc(C)cc(C)c2)S(=O)(=O)c2c(C)noc2C)cc(OC)c1	-6	i
68	O=C(Nc1nc(COc2ccccc2)cs1)C1CCC1	20	i
69	Cc1c(NC(=O)C(C)OC(=O)c2cc(Cl)ccc2O)c(=O)n(-c2ccccc2)n1C (configuration not stated)	-13	i
70	CCOc1cc(C(=O)NCc2ccccc2)ccc1OCC(=O)N1CCCCC1	-17	.

Additional structures
item	mol	OX1R antag	CHT allo act
71	CCOc1ccccc1/C=N/NC(=O)c1cccc(S(=O)(=O)N(CC)CC)c1	-25	i
72	Cn1cccc1C(NC(=O)c1ccccc1)C(Cl)(Cl)Cl (configuration not stated)	-26	i
73	COc1ccc(CCNC(=O)CS(=O)(=O)c2cn(CC(=O)N(C(C)C)C(C)C)c3ccccc23)cc1OC	-42	i
74	Cc1ccccc1OCC(=O)NCCC(=O)O	0	i
75	O=C(c1ccc(CSc2nc3ccncc3[nH]2)cc1)N1CCCCCC1	-23	i
76	CCC(C)NC(=O)C1CCN(C(=O)N(C)C)CC1 (configuration not stated)	-2	i
77	COc1cc(/C=C/C(=O)Nc2nc3ccc(S(=O)(=O)N(C)C)cc3s2)cc(OC)c1OC	7	i
78	Cc1cc(C)c2sc(N(CCN(C)C)C(=O)CCS(=O)(=O)c3ccccc3)nc2c1	-33	i
79	Cc1ccccc1NC(=S)N(CCN1CCCCC1)Cc1ccco1	-11	i
80	CCCN1CCN(C(=O)Cn2nc(C)n3c(cc4sccc43)c2=O)CC1	-18	i
81	COc1ccc(C)cc1NC(=O)C1CCCN1C(=O)OCc1ccccc1 (configuration not stated)	-41	i
82	Cc1ccc(-c2nc3ccccc3c(=O)n2NC(=O)c2cccs2)cc1	-18	i
83	O=C(NC1CC1)C1CCN(C(=O)c2ccccc2Cl)CC1	-15	i
84	O=C(NCc1ccccc1)c1ccc[n+]([O-])c1	-4	i
85	CCN1CCN(c2cc(N3CCc4ccccc4C3)c(F)cc2[N+](=O)[O-])CC1	-12	i
86	CCN(CC(=O)Nc1c(F)cccc1F)C(=O)CN(C)S(=O)(=O)c1ccc(F)cc1	-19	i
87	COc1ccc(C(=O)Nc2cc3c(cc2N2CCCCC2)n(C)c(=O)n3C)cc1OC	-18	i
88	COc1ccc([N+](=O)[O-])cc1NC(=O)CSCc1ccc(Br)cc1	-14	i
89	CN(CC(=O)Nc1ccc(Cl)cc1)CC(=O)Nc1cccc2ccccc12	5	.
90	NS(=O)(=O)c1ccc(NC(=O)c2ccc(S(=O)(=O)N3CCc4ccccc43)cc2)cc1	16	i
91	CCOC(=O)c1csc(NC(=O)CC2CCCC2)n1	-25	i
92	O=C(Nc1ccnn1C1CCN(C(=O)c2c(F)cccc2F)CC1)C1CC1	-9	i
93	CCOC(=O)[C@@H]1[C@H]2COc3cc(OC)ccc3[C@@H]2N2C(=O)N(c3cccc(Cl)c3)C(=O)[C@]12C	-10	i
94	CC(=O)CC(=O)Nc1ccc(C(N)=O)cc1	-4	i
95	COc1ccc(S(=O)(=O)NC(CC(=O)NCc2ccco2)C(C)C)cc1 (configuration not stated)	-21	i
96	Cc1ccc2[nH]c(=O)c(CN(c3cccc(C)c3C)S(=O)(=O)c3ccccc3)cc2c1	-32	i
97	CCOc1ccccc1Nc1nnc(SCC(=O)NC(Cc2c[nH]c3ccccc23)C(=O)O)s1 (configuration not stated)	-3	i
98	C/C(=N\Nc1nnc2c3ccccc3n(C)c2n1)c1ccc(C)o1	0	i
99	COc1cc(C(=O)OCCNC(=O)c2ccncc2)cc(OC)c1OC	-11	i
100	CC(=O)NC(Cc1c[nH]c2ccccc12)C(=O)OCC(=O)N1CCCCCC1 (configuration not stated)	7	i
101	O=C(CSC1=Nc2ccccc2C2=NC(CC(=O)NCc3ccco3)C(=O)N12)NCC1CCCO1 (configuration not stated)	-17	i
102	CC(C)CCN1CCN(Cc2cccc3nonc23)CC1CCO (configuration not stated)	-25	i
103	CCOC(=O)c1sc(=S)n(C)c1NC(=O)c1ccccc1	-15	i
104	CC(=O)c1ccccc1NC(=O)COC(=O)CSCC(=O)Nc1cc(C)on1	-12	i
105	Fc1ccccc1-c1nc(-c2ccccc2)no1	-9	i
106	CNC(=O)C(=O)NCCc1ccc(Cl)cc1	0	i
107	CC(=O)NCC(=O)N(C)C(C(=O)Nc1ccc2c(c1)OCCO2)c1ccc(C)cc1 (configuration not stated)	-8	i
108	Cc1ccsc1C(=O)NNC(=O)c1csc(N2CCOCC2)n1	-7	i
109	CC(NC(=O)C1(c2cccs2)CCOCC1)c1ccccc1 (configuration not stated)	0	i
110	CCN(CC)c1ccc(N=Cc2ccc([N+](=O)[O-])o2)cc1	-3	i
111	CC(C)Oc1ccc(C(CC(=O)N(C)CCC#N)c2ccc(F)cc2)cc1 (configuration not stated)	-4	i
112	COc1ccc(OC)c(CNC(=O)C2CCN(S(=O)(=O)N3CCCC3)CC2)c1	-12	i
113	O=C(CNC(=O)c1ccc(Cl)c([N+](=O)[O-])c1)NCC1CCCO1 (configuration not stated)	-17	i
114	COc1ccc(S(=O)(=O)N2Cc3ccccc3CC2C(=O)Nc2ccc(O)cc2)cc1OC (configuration not stated)	-15	i
115	Cc1cc(C)n2nc(C(=O)OCC(=O)c3ccccc3Cl)nc2n1	-9	.
116	COc1ccc(OCCOC(=O)C(C)NS(=O)(=O)c2ccc(NC(C)=O)cc2)cc1 (configuration not stated)	12	.
117	O=C(c1ccc(CS(=O)(=O)c2ccc(Br)cc2)o1)N1CCN(c2ccccn2)CC1	-44	i
118	Cc1ccc(C(=O)Nc2ccc3c(c2)OCO3)cc1S(=O)(=O)N1CCOCC1	-36	i
119	COc1ccc(CC(=O)N2CC(C)CC(C)C2)cc1OC (configuration not stated)	-17	i
120	S=C(Nc1ccccc1)N1CCCCC1	-9	i
